# High-throughput results: PubChem, several laboratories
# bIAP inh – bovine intestinal alkaline phosphatase inhibitors, primary screen, selectivity assay for TNAP inhibitor project, biochemical, bovine IAP, CDP-star luminescence; 190,000 tested, under 10 active; purified bovine IAP, 30 min; inhibition, % at 20 µM;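 active means over 50% inhibition of intestinal alkaline phosphatase at 20 µM in the single-dose screen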
#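 Assay system – bovine IAP enzyme · Quantity – bovine IAP at 1/65,000,000 final dilution · Detection – CDP-star luminescence signal · Times – 30 min reaction at room temperature · Also added – CDP-star substrate at 30 µM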
# L major viab – Leishmania major promastigote growth inhibition, primary screen | Leishmania major promastigotes, resazurin fluorescence viability | inhibition, % at 10 µM | hit rate 9% among 200,000; in the data active means inhibition above about 50%;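 further: promastigotes grown with compound for 44 hours at 28 °C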
# TR-FRET SRC-2 ct – TR-FRET signal artefacts, primary screen, artefact control for PPARgamma SRC-2 agonist project, biochemical; TR-FRET artefact counter-screen; hits give high values; TR-FRET ratio at 8 µM; hit rate 0.4% among 200,000; in the data active means TR-FRET ratio above about 2000; further: inactives centre near 1500
# Redox H2O2 prof – compounds producing H2O2 with reducing agent – biochemical, NIH compound library profiling, artefact control for MLSCN library redox annotation, primary screen; activation, % at 10 µM; DTT-dependent redox cycling H2O2, phenol red/HRP absorbance; 100% = 100 µM peroxide control, 0% = buffer; hit rate 0.03% among 200,000;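 active means activation of at least 50% relative to the plate's high and low controls in the primary single-dose screen; inactive means activation below 50%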;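 further: compound incubated with DTT at 0.8 mM final as the reducing agent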
# PPARg SRC1 recr – PPARgamma agonists recruiting SRC-1 coactivator, primary screen, biochemical; PPARgamma-SRC-1 coactivator recruitment biochemical assay; Peroxisome proliferator-activated receptor gamma (Homo sapiens), P37231; hit rate 0.41% among 200,000; AID 631, 2007; activation, % at 8 µM; in the data active means activation above about 19%;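 further: 0% = DMSO and 100% = reference agonist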
# ROMK mod – ROMK potassium channel modulators, primary screen, cell-based, thallium flux, MLSMR library; ATP-sensitive inward rectifier potassium channel 1 (Homo sapiens), P48048; Tet-inducible ROMK, thallium flux fluorescence; actives lie on both sides; B-score at 10 µM; hit rate 2% among 130,000; AID 1918, 2009;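 active means signal ratio slope over the read window, or its plate-corrected B-score, at least 3 SD from the plate mean, either direction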;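 further: B-score of the F/F0 ratio slope over 7 to 12 s after thallium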
# Target sequence (P48048 whole entry, looked up): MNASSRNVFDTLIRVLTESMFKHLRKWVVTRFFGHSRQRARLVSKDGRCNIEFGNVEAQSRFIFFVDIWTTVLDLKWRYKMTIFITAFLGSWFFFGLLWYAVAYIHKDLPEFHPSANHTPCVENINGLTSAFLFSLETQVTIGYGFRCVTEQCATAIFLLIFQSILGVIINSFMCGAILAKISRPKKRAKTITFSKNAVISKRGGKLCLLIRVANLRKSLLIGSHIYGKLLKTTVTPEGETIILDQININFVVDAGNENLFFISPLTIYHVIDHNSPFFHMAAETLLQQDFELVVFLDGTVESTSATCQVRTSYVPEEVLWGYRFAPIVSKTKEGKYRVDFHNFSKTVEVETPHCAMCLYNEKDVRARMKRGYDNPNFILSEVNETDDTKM
# PPARg SRC2 recr – agonists of PPARg-SRC-2 recruitment, primary screen, biochemical, HTS; Peroxisome proliferator-activated receptor gamma (Homo sapiens), P37231; PPARgamma LBD-SRC-2 recruitment; activation, % at 8 µM; hit rate 0.34% among 200,000; in the data active means activation above about 22%;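 further: 0% = vehicle and 100% = reference agonist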
# PPARg SRC3 recr – PPARgamma agonists recruiting SRC-3 coactivator, primary screen, biochemical. hit rate 0.26% among 200,000. activation, % at 8 µM. Peroxisome proliferator-activated receptor gamma (Homo sapiens), P37231. biochemical PPARgamma/SRC-3 coactivator recruitment assay. AID 731, 2007; in the data active means activation above about 23%;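 further: 0% = DMSO and 100% = reference agonist; some compounds past the cut are filed as inactive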
# bIAP activator – bovine intestinal alkaline phosphatase activators, primary screen, biochemical, bovine IAP, CDP-star luminescence; alkaline phosphatase, intestinal [Bos taurus]; purified bovine IAP, 30 min; hits give high values; fold of DMSO-control signal, blank-subtracted; activation factor at 20 µM; hit rate 0.17% among 200,000; AID 1016, 2008;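 active means activation factor of 2 or more at 20 µM, a signal rise over negative controls twice the positive control's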
# TLR4 MyD88 comp – inhibitors of TLR4-MyD88 association in cells, primary screen, cell-based, HeLa CL3-4, BLA complementation, FRET ratio | HeLa CL3-4 TLR4/MyD88 BLA complementation | inhibition, % at 8.4 µM | hit rate 0.18% among 200,000 | AID 861, 2007; in the data active means inhibition above about 25%;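 further: 0% = vehicle and 100% = reference inhibitor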
# S1P3 antag – S1P3 receptor antagonists, primary screen, cell-based; Sphingosine 1-phosphate receptor 3 (Homo sapiens), Q99500; CHO S1P3 NFAT-BLA reporter, FRET fluorescence, antagonist mode; inhibition, % at 4.98 µM; hit rate 0.27% among 170,000; AID 485, 2006;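 active means inhibition above the plate cutoff, the mean inhibition of test wells on that plate plus 3 SD, cut at about 28% in these data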;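 further: cells challenged with S1P at its EC80 of 0.8 µM; blue over green emission ratio from cleaved BLA substrate after 4 h stimulation; 0% = S1P-stimulated wells and 100% = unstimulated DMSO-only wells; some compounds past the cut are filed as inactive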
# Target sequence (Q99500 whole entry, looked up): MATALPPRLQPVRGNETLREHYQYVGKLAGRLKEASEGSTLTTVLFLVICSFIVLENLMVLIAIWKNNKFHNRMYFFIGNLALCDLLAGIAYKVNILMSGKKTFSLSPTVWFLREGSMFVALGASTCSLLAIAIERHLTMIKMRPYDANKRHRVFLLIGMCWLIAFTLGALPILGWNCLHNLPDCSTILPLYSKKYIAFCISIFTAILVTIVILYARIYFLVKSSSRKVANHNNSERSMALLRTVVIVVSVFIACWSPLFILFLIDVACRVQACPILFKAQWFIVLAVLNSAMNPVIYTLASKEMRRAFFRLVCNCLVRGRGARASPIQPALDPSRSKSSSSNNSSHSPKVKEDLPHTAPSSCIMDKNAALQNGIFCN
# An asterisk follows results filed as active; . = not tested or not shown.
smiles	bIAP inh	L major viab	TR-FRET SRC-2 ct	Redox H2O2 prof	PPARg SRC1 recr	ROMK mod	PPARg SRC2 recr	PPARg SRC3 recr	bIAP activator	TLR4 MyD88 comp	S1P3 antag
CCCCC(=O)NC(N1CCCCC1)C(Cl)(Cl)Cl (stereo not given)	7.1	0.8	1415	-3.3	4.7	.	3.7	11.1	0.9	5.2	.
COc1ccccc1-c1nc2n(n1)C(c1ccccc1Cl)C(C(N)=O)=C(C)N2 (stereo not given)	-1.0	-3.6	1541	-1.7	5.1	.	-6.3	-1.0	1	-3.7	-53.9
O=C(Nc1nc(-c2ccc(-c3ccccc3)cc2)cs1)c1cc([N+](=O)[O-])ccc1N1CCOCC1	5.5	4.5	1712	-1.0	4.8	-0.0504	3.1	4.9	0.9	-9.6	-21.3
C#CCn1c(S(=O)(=O)Cc2ccc(F)cc2)nc(-c2ccccc2)c1-c1ccccc1	27.5	95.6*	1594	-9.1	4.2	.	6.3	12.2	0.7	-3.2	.
Cc1ccccc1Nc1c(-c2ccncc2)nc2ccc(Cl)cn12	-4.7	75.2*	1584	-1.9	1.8	-1.7	1.7	0.7	1	-8.0	12.8
CCc1ccc(OCC(=O)NC(NC(=S)Nc2ccc(C)cc2C)C(Cl)(Cl)Cl)cc1 (stereo not given)	17.6	14.9	1744	-7.1	3.4	.	14.0	6.4	0.8	2.7	.
CCOc1cccc2c1OC1(C)CC2NC(=O)N1Cc1ccccc1 (stereo not given)	-3.6	-1.3	1645	-0.9	7.0	0.525	-5.0	3.9	1	-1.6	-5.1
c1ccc(Cn2ccc(-c3cnc(-c4ccccc4)s3)n2)cc1	23.2	-4.0	1529	0.3	8.8	0.388	4.3	1.0	0.8	-4.8	.
COc1cc2[nH]c3c(N4CCN(c5ccccn5)CC4)ncnc3c2cc1OC	-26.8	100.4*	1689	-3.6	0.9	0.278	-1.9	-7.0	1.3	-2.4	29.6
CS(=O)(=O)N(CC(=O)Nc1cccc(F)c1)c1cccc([N+](=O)[O-])c1	19.7	-2.0	1384	2.3	-2.2	.	-8.0	-6.3	0.8	1.6	.

# Other structures
smiles	bIAP inh	L major viab	TR-FRET SRC-2 ct	Redox H2O2 prof	PPARg SRC1 recr	ROMK mod	PPARg SRC2 recr	PPARg SRC3 recr	bIAP activator	TLR4 MyD88 comp	S1P3 antag
CC(C)N(C(=O)COc1ccc(Br)cc1Cl)C(C)C	1.6	0.3	1424	2.0	4.7	.	7.1	13.9	1	5.9	29.2
COc1ccccc1CNC(=O)CN(CCc1ccccc1)S(C)(=O)=O	-3.9	3.3	1530	-1.1	11.2	1.47	-4.2	4.0	1	-8.2	-14.2
CCCCOC(=O)C1=C(C)Nc2ncnn2C1c1ccc(OC)c(OC)c1OC (stereo not given)	10.1	14.4	1604	2.1	4.6	.	0.4	-4.2	0.9	-8.2	4.9
CCOC(=O)CCSCC(=O)N1N=C(c2cccs2)CC1c1ccc(C)cc1 (stereo not given)	.	9.3	1589	0.1	-6.1	.	-1.7	5.1	0.4	0.3	2.0
C#CCOCCOCCOCCNc1nc(N2CCN(C(=O)[C@H]([C@@H](C)CC)n3cc([C@@H](N)Cc4ccc(O)cc4)nn3)CC2)nc(N2CCN(C(=O)[C@H](CCCCN)n3cc([C@@H](N)C(C)CC)nn3)CC2)n1 (stereo not given in full)	-16.7	-3.1	1549	-0.8	6.6	.	12.3	0.3	1.2	-7.8	-14.4
CC(C)Oc1ccc(C(CC(=O)NCCCN(C)C)c2ccc(F)cc2)cc1 (stereo not given)	-15.6	10.1	1780	-0.4	4.8	.	5.9	0.2	1.2	3.8	2.5
Cc1cc(NC(=O)c2ccc3c(c2)OCCO3)ccc1NC(=O)c1ccco1	21.2	-3.3	1241	-0.2	-9.4	-0.0434	-2.4	2.8	0.8	-1.6	-2.4
CCN(CC)CCCC(C)NC1=NCCCCC1 (stereo not given)	3.5	-6.1	1400	2.1	0.9	0.384	1.3	-11.5	1	8.2	0.2
CCOC(=O)C1CCCN(c2c(NCCN3CCCCC3CC)c(=O)c2=O)C1 (stereo not given)	5.0	-5.0	1718	-0.7	0.5	.	9.4	1.9	0.9	18.9	.
Cc1ccc(C(=O)OCc2cn3ccccc3n2)cc1	6.5	-3.4	1539	0.7	-0.6	-1.03	7.2	-5.4	0.9	-1.4	44.2

# Further records:
smiles	bIAP inh	L major viab	TR-FRET SRC-2 ct	Redox H2O2 prof	PPARg SRC1 recr	ROMK mod	PPARg SRC2 recr	PPARg SRC3 recr	bIAP activator	TLR4 MyD88 comp	S1P3 antag
Cn1c(N)c(C(=O)COC(=O)CCCN2C(=O)c3ccccc3C2=O)c(=O)n(C)c1=O	3.4	-2.3	1477	-1.9	4.3	-0.156	3.0	1.9	1	-8.0	-7.7
COc1ccc(/C=C/C(=O)Oc2ccc(/C=N/NC(=O)c3ccccc3)cc2)cc1OC	7.9	-1.9	1651	-0.1	-0.9	.	-8.5	0.4	0.9	-10.6	2.9
CCOCCCN1C(=O)CN(C2CCCCC2)C(=O)C1c1ccc(OC)c(OC)c1 (stereo not given)	0.4	-9.0	1824	0.4	-3.4	.	14.2	13.8	1	-2.2	.
CCSCCNC(=O)c1cc(-n2cnnc2)ccc1Cl	9.7	-6.2	1528	-0.5	3.6	.	0.7	-2.6	0.9	10.2	-21.4
O=C(NCc1ccco1)c1cc(S(=O)(=O)N2CCCc3ccccc32)ccc1Cl	45.5	35.3	1749	-1.5	3.9	0.0499	4.2	6.1	0.5	0.8	.
CCOc1ccc(NC(=O)C(C)Sc2nnc(C)n2C)cc1 (stereo not given)	13.4	-3.4	1556	-0.4	6.4	.	7.8	-2.5	0.9	-2.2	-29.6
COc1ccc(-c2csc(NC3=NCCCCC3)n2)cc1	2.3	88.5*	1443	0.3	-7.4	-0.792	-8.6	-0.3	1	-17.0	5.1
COc1ccc(C(=O)n2ncc(C#N)c2N)cc1	-7.0	-4.4	1542	0.3	-8.1	-0.444	-5.2	3.9	1.1	-8.6	-9.9
CC1(C)NC(=O)N(CC(=O)OCC(=O)Nc2cc(S(=O)(=O)N3CCCCC3)ccc2Cl)C1=O	-29.4	69.8*	1521	-0.1	0.4	.	4.3	0.6	1.3	6.4	4.3
CC(C)CC(=O)Nc1ccccc1N1CCCC1	14.6	-1.0	1740	0.2	7.9	-5.99*	10.1	2.2	0.9	-11.9	-18.7

# Additional entries.
smiles	bIAP inh	L major viab	TR-FRET SRC-2 ct	Redox H2O2 prof	PPARg SRC1 recr	ROMK mod	PPARg SRC2 recr	PPARg SRC3 recr	bIAP activator	TLR4 MyD88 comp	S1P3 antag
CC(=O)Nc1ccc(S(=O)(=O)Nc2nnc(C3CCCCC3)s2)cc1	6.1	-10.1	1588	-3.1	4.8	.	8.2	1.0	0.9	12.0	-6.9
O=C(C1CCN(c2nc3nonc3nc2N2CCCCC2)CC1)N1CCOCC1	-1.8	-1.9	1615	-1.0	7.1	0.013	-1.1	-1.3	1	-4.9	7.7
CC(=O)c1cc(-c2ccc(F)cc2)n(CCC(=O)Nc2cccc(C)n2)c1C	-9.0	-1.5	1730	0.0	0.6	0.405	7.1	0.2	1.1	2.0	8.2
OC(COc1ccc(CNCCc2ccc(C(F)(F)F)cc2)cc1)CN1CCCCC1 (stereo not given)	-1.3	100.3*	1696	0.6	4.5	-1.76	1.7	-3.5	1	4.8	-26.0
COc1ccc(/C=N/NC(=O)CCC(=O)Nc2ccccc2)cc1OC	1.5	-1.6	1524	-0.1	-4.0	0.304	3.4	2.0	1	5.6	1.2
COc1ccc(-c2cc3ncc(-c4ccccc4)c(N)n3n2)cc1	-4.9	1.7	1700	2.0	6.3	-0.0251	3.4	2.5	1	-25.2	3.9
CN(C)S(=O)(=O)N(CC(=O)N(Cc1ccccc1)Cc1ccccc1)c1ccccc1	-6.5	10.2	1548	0.0	-2.1	-1.54	2.7	-2.6	1.1	-14.4	.
C(=C\CSc1nnnn1-c1ccccc1)/CSc1nnnn1-c1ccccc1	42.0	21.8	1751	1.0	6.0	.	9.7	8.2	0.6	1.5	.
CC(=O)Nc1cccc(Oc2ccc(-c3noc(C)n3)cc2)c1	-0.3	41.1	1583	0.0	2.3	-0.313	2.4	7.3	1	4.3	.
O=C(Cc1ccccc1[N+](=O)[O-])Nc1ccc2c(c1)OCCO2	5.2	5.2	1415	0.3	3.0	.	-1.2	-3.7	0.9	-4.7	-3.4

# (further entries)
smiles	bIAP inh	L major viab	TR-FRET SRC-2 ct	Redox H2O2 prof	PPARg SRC1 recr	ROMK mod	PPARg SRC2 recr	PPARg SRC3 recr	bIAP activator	TLR4 MyD88 comp	S1P3 antag
Cc1ccc(Cn2c(SCC(N)=O)nc3c2c(=O)n(C)c(=O)n3C)cc1	-8.7	-1.6	1615	1.1	2.5	0.288	5.0	8.8	1.1	-5.4	-13.4
CN1CCN(C(=S)c2ccc(OCC(=O)Nc3cccc(C(F)(F)F)c3)cc2)CC1	3.1	34.2	1768	0.2	-4.2	.	7.7	6.5	1	2.2	.
O=c1c2ccccc2nc(SCc2nc3ccccc3s2)n1Cc1ccco1	5.7	0.5	1467	-4.0	-1.9	.	8.8	0.3	0.9	-0.2	15.1
NC(=O)C(c1ccccc1)C1CCCC1 (stereo not given)	8.5	-8.0	1553	0.7	-5.8	0.103	-1.2	11.7	0.9	5.8	.
COc1ccc2[nH]c(=O)c(CN(CC3CCCO3)C(=S)Nc3cccc(C)c3)cc2c1 (stereo not given)	2.0	49.9	1486	-1.4	9.0	-0.0133	4.2	3.7	1	-9.2	-15.4
CC(C)NC(=O)NC(=O)CSc1nncs1	9.8	-3.3	1408	-1.3	1.2	-0.00171	-6.0	-4.6	0.9	-9.1	-4.8
Cc1cc(C)n(-c2ccc(C(=O)NCc3ccc4c(c3)OCO4)cc2)n1	3.8	-3.5	1716	0.2	-3.2	-0.509	-3.1	-0.6	1	5.0	-32.1
C=CCn1c(N)c(C(=O)Nc2ccccc2OC)sc1=S	16.0	7.4	1595	0.2	5.0	0.197	-11.5	3.0	0.8	5.3	.
CCOc1cc(CNc2ncnc3nc[nH]c23)ccc1OC	-40.2	-5.1	1691	-3.0	6.1	.	12.4	6.5	1.4	-26.3	8.9
CCNC(=O)C/C(C)=N/NC(=O)C1CCCCC1	1.8	3.2	1515	0.0	-3.3	0.95	-1.5	-1.5	1	4.7	-17.9
COc1ccc(/C=N/NC(=O)Cc2ccc(Cl)cc2)cc1OC	10.2	6.7	1593	-0.8	6.4	-1.21	-0.3	6.3	0.9	1.9	3.6
Cc1ccc2c(c1)C1CN(C)CCC1N2S(=O)(=O)c1ccc(Oc2ccc([N+](=O)[O-])cc2)cc1 (stereo not given)	12.0	19.6	1482	0.4	1.6	.	-2.2	2.0	0.9	-8.7	-5.1
CCn1cc(C(C)(C)C)c(C#N)c1NC(C)=O	5.9	0.3	1519	-5.1	2.4	1.03	-4.6	-5.6	0.9	-1.6	-21.5
